TNAP act hiacc – activators of human TNAP at high phosphate acceptor concentration | P05186 | purified TNAP, CDP-star luminescence, 1 M DEA, 30 min; stronger effect = higher value; 0 = EDTA background, 1 = DMSO-only activity | activation factor at 20 µM | 200,000 tested, under 10 active;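 active = activation factor at least 2 at 20 µM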
Target sequence (P05186 whole entry, looked up): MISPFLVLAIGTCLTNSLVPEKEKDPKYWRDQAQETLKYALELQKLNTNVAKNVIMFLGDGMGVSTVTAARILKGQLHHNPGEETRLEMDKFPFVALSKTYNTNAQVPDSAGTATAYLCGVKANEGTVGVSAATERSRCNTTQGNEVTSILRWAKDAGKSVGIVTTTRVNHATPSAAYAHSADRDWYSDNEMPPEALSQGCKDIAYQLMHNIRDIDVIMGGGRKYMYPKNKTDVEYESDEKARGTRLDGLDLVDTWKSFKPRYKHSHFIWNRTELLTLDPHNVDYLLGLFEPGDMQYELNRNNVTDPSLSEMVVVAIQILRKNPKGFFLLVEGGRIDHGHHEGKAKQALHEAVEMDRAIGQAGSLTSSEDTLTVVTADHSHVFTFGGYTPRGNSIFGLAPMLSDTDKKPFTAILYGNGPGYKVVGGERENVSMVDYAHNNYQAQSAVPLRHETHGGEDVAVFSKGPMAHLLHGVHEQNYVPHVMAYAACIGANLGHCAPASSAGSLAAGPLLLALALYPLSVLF
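Assay system: human TNAP; Input: enzyme diluted 1/800 final; Reagent: CDP-star luminogenic substrate at 100 µM final; Timing: 30 min, room temperature; Signal: luminescence; Evaluation: TNAP activation factor scaled between EDTA and DMSO control wells.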
PPARg SRC1 recr – PPARgamma-driven SRC-1 recruitment agonism; P37231; PPARgamma-SRC-1 coactivator recruitment biochemical assay; activation, % at 8 µM; actives 0.41% (n = 200,000); in the data active = activation above about 19%;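 also: 0% = DMSO and 100% = reference agonist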
PPARg SRC-3 ag – agonists of human PPARgamma SRC-3 coactivator recruitment; activation, % at 8 µM; actives 0.26% (n = 200,000); P37231; biochemical PPARgamma/SRC-3 coactivator recruitment assay; in the data active = activation above about 23%;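 also: 0% = DMSO and 100% = reference agonist; some compounds past the cut are filed as inactive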
bIAP inh – blocks bovine intestinal alkaline phosphatase activity. 190,000 tested, under 10 active. inhibition, % at 20 µM. AID 1019. purified bovine IAP, CDP-star luminescence, 30 min;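 active = over 50% inhibition of intestinal alkaline phosphatase at 20 µM in the single-dose screen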
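Incubation: 30 min reaction at room temperature / Material: purified bovine intestinal alkaline phosphatase (IAP) enzyme / Input: enzyme at 1/65,000,000 dilution / Dosing: 20 µM single dose / Signal: CDP-star luminescence signal / Reagent: CDP-star chemiluminescent phosphatase substrate, 30 µM final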
bIAP activator – increases bovine intestinal alkaline phosphatase activity | actives 0.17% (n = 200,000) | activation factor at 20 µM | purified bovine IAP, CDP-star luminescence, 30 min; stronger effect = higher value; fold of DMSO-control signal, blank-subtracted;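 active = activation factor of 2 or more at 20 µM, a signal rise over negative controls twice the positive control's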
STAT3 inh – reduces IL-6 driven STAT3 reporter signal; U3A cells, IL-6 STAT3-luciferase reporter, luminescence; host cell line lacks STAT1; inhibition, % at 5.5 µM; actives 0.89% (n = 190,000); AID 862;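 active = inhibition above the mean inhibition across all screened compounds plus 3 SD, cut at about 44% in these data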;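 also: 0% = DMSO only wells and 100% = 100 µM nifuroxazide control wells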
TR-FRET SRC-2 ct – TR-FRET artefact, counter-screen to PPARgamma/SRC-2 agonist assay. TR-FRET ratio at 8 µM. actives 0.4% (n = 200,000). stronger effect = higher value; in the data active = TR-FRET ratio above about 2000; also: inactives centre near 1500
STAT3 act – activators of IL-6 induced STAT3 signaling. U3A cells, IL-6 STAT3-luciferase reporter, luminescence; 100% = signal with IL-6 EC80 alone. activation (% of control), % at 5.6 µM. actives 0.91% (n = 190,000);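 active = activation above the screen-wide mean of compound activation plus 3 SD, cut at about 130% in these data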;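 also: 0% = background luminescence of wells with medium and substrate only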
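Test system: human U3A cells carrying STAT3-luciferase construct; control set: IL-6-only wells as 100% reference; timing: compound pre-incubation 1 h before IL-6, then 6 h stimulation at 37 °C; also added: IL-6 stimulus at 33 ng/mL final; evaluation: % activation versus median of IL-6-stimulated wells; detection: reporter luminescence signal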
ROMK primary – modulates human ROMK potassium channel activity; P48048; Tet-inducible ROMK, thallium flux fluorescence; actives lie on both sides; B-score at 10 µM; actives 2% (n = 130,000); AID 1918;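 active = signal ratio slope over the read window, or its plate-corrected B-score, at least 3 SD from the plate mean, either direction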;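 also: B-score of the F/F0 ratio slope over 7 to 12 s after thallium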
Target sequence (P48048 whole entry, looked up): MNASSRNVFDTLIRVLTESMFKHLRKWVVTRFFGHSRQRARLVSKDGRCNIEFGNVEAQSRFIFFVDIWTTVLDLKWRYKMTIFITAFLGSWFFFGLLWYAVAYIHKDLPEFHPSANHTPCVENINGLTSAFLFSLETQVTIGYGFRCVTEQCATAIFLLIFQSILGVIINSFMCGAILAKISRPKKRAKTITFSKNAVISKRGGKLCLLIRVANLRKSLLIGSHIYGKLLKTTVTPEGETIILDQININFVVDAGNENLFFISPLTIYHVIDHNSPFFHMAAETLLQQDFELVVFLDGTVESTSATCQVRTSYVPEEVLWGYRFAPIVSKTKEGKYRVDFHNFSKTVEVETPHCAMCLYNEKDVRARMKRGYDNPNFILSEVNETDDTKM
STAT1 inh – inhibitors of IFN-gamma induced STAT1 signaling; NIH 3T3 STAT1-luciferase reporter, luminescence; inhibition, % at 5.5 µM; actives 0.35% (n = 200,000); AID 920;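 active = inhibition above a set limit, the mean inhibition across all tested compounds plus 3 SD, cut at about 34% in these data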;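 also: 0% = IFN-gamma with DMSO and 100% = IFN-gamma with 300 µM nifuroxazide; values of inactives mirror those of a sister screen read the other way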
PPARg SRC-2 ag – agonists of SRC-2 recruitment by human PPARgamma | AID 1032 | activation, % at 8 µM | PPARgamma LBD-SRC-2 recruitment, biochemical | actives 0.34% (n = 200,000); in the data active = activation above about 22%;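 also: 0% = vehicle and 100% = reference agonist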
Active calls of the source: *; x = not tested or not shown. Rows are unselected; about 3.7% have a hit in one of these screens.

entry	mol	STAT3 inh	TNAP act hiacc	STAT1 inh	PPARg SRC-3 ag	STAT3 act	bIAP inh
1	CNC(CC(=O)c1ccc([N+](=O)[O-])cc1)C(Cl)(Cl)Cl (centres undefined)	-10	0.9	0	-1	108	12
2	O=C(Nc1ccccc1Cl)N1CCN(c2ncccn2)CC1	18	1	-2	-2	86	15
3	Cc1ccc(/C([O-])=C(/C(=S)NCc2ccc3c(c2)OCO3)[n+]2ccc(N(C)C)cc2)c(C)c1	3	1	-8	5	97	-5
4	COc1ccc2c(c1)C(c1ccc(N3CCOCC3)cc1)=NNC(c1cccnc1)=N2	-1	1	-5	4	101	6
5	C=C(C)c1cccc(C(C)(C)NC(=O)NC2CCCC2)c1	-8	1	4	-3	104	10
6	O=C(Nc1cn(-c2ccccc2)nc1-c1ccc(Cl)cc1)c1ccccc1	12	1	2	1	94	0
7	CC(Oc1ccc(Cl)cc1Cl)c1ccn[nH]1 (centres undefined)	-6	1	-3	-4	116	-36
8	CCN(CC)CCCNC(=O)C1c2ccccc2C(=O)N(CCOC)C1c1ccc(F)cc1 (centres undefined)	5	1	1	-4	102	-14

entry	bIAP activator	PPARg SRC-2 ag	ROMK primary	PPARg SRC1 recr	TR-FRET SRC-2 ct
1	0.9	10	-1.9	-4	1616
2	0.9	4	x	-3	1589
3	1	7	0.43	7	1628
4	0.9	10	0.21	1	1850
5	0.9	-4	-0.13	0	1451
6	1	1	x	1	1483
7	1.4	-5	-0.59	9	1501
8	1.1	-14	-0.87	4	1255

Next structures.
entry	mol	STAT3 inh	TNAP act hiacc	STAT1 inh	PPARg SRC-3 ag	STAT3 act	bIAP inh
9	CCCCNC(=O)COC(=O)CCC(=O)c1ccc(Cl)cc1	-12	1	-3	-1	111	-4
10	C[n+]1ccc(C(=O)NCCC[N+](C)(C)C)cc1/C=N/O	2	1	-9	-4	104	-6
11	Cc1ccc2c(c1)N(CCCC(=O)NCc1ccc3c(c1)OCO3)C(=O)CO2	2	1	5	2	98	10
12	CCCCN(C(=O)CNC(=O)c1cccs1)C(C(=O)NC1CCCC1)c1ccncc1 (centres undefined)	7	1	-4	-1	96	-21
13	O=C(c1ccccc1)C(C(=O)N1CCc2ccccc2C1)n1ccccc1=O (centres undefined)	-5	1	-2	4	102	18
14	O=C(NCCCCc1ccccc1)c1cccc([N+](=O)[O-])c1	9	1.1	5	2	94	8
15	Cc1ccnc(N2C(=O)c3ccccc3C2Nc2ccccc2Cl)c1 (centres undefined)	-3	1	-4	2	102	2
16	O=C(N/N=C/C=C\c1ccccc1[N+](=O)[O-])c1cc(-c2ccccc2)nc2ccccc12	8	1	15	1	92	4

entry	bIAP activator	PPARg SRC-2 ag	ROMK primary	PPARg SRC1 recr	TR-FRET SRC-2 ct
9	1	3	-0.55	3	1616
10	1.1	-5	-0.81	-2	1480
11	0.9	-2	-0.57	2	1374
12	1.2	2	-0.79	4	1513
13	0.8	-5	-0.1	2	1663
14	0.9	-8	-0.62	-1	1605
15	1	-5	x	0	1513
16	1	20	0.36	6	1688

(list continues)
entry	mol	STAT3 inh	TNAP act hiacc	STAT1 inh	PPARg SRC-3 ag	STAT3 act	bIAP inh
17	CCOC(=O)N1CCN(C(=O)c2ccccc2Oc2ccccc2)CC1	-9	1	-1	7	109	1
18	Nc1cc(Cl)c(N)cc1Cl	-5	1	1	-9	107	14
19	O=C(Cn1cnc2c(nnn2Cc2ccc(F)cc2)c1=O)NCC1CCCO1 (centres undefined)	4	1	-4	10	98	13
20	CCC(=O)Nc1cc(Cl)ccc1N1CCN(C(=O)CC)CC1	7	0.9	26	-5	97	0
21	CC1Cn2c(nnc2-c2cccs2)S1 (centres undefined)	1	x	1	3	103	x
22	COc1cc(N)ccc1NC(=O)c1cccs1	12	1	-9	10	93	10
23	COc1ccc(C(C)=O)cc1CSc1nnc(C)n1-c1ccccc1	9	1	0	1	93	3
24	COC(=O)/C=C1\SC(=Nc2ccc(Cl)c(Cl)c2)NC1=O	-3	1	6	4	106	12

entry	bIAP activator	PPARg SRC-2 ag	ROMK primary	PPARg SRC1 recr	TR-FRET SRC-2 ct
17	1	5	x	4	1423
18	0.9	-2	x	3	1448
19	0.9	13	-0.13	4	1566
20	1	2	0.048	-1	1658
21	x	-5	x	2	1495
22	0.9	15	x	10	1676
23	1	-4	0.63	-5	1647
24	0.9	4	x	12	1749

Arranged by count of non-hydrogen atoms (low to high): 3 of the compounds above.
entry	mol	STAT3 inh	TNAP act hiacc	STAT1 inh	PPARg SRC-3 ag	STAT3 act	bIAP inh
21	CC1Cn2c(nnc2-c2cccs2)S1 (centres undefined)	1	x	1	3	103	x
23	COc1ccc(C(C)=O)cc1CSc1nnc(C)n1-c1ccccc1	9	1	0	1	93	3
19	O=C(Cn1cnc2c(nnn2Cc2ccc(F)cc2)c1=O)NCC1CCCO1 (centres undefined)	4	1	-4	10	98	13

entry	bIAP activator	PPARg SRC-2 ag	ROMK primary	PPARg SRC1 recr	TR-FRET SRC-2 ct
21	x	-5	x	2	1495
23	1	-4	0.63	-5	1647
19	0.9	13	-0.13	4	1566

Single records (already shown). Order of screens: STAT3 inh, TNAP act hiacc, STAT1 inh, PPARg SRC-3 ag, STAT3 act, bIAP inh, bIAP activator, PPARg SRC-2 ag, ROMK primary, PPARg SRC1 recr, TR-FRET SRC-2 ct
CC(Oc1ccc(Cl)cc1Cl)c1ccn[nH]1 (centres undefined) as listed: -6, 1, -3, -4, 116, -36, 1.4, -5, -0.59, 9, 1501
CCN(CC)CCCNC(=O)C1c2ccccc2C(=O)N(CCOC)C1c1ccc(F)cc1 (centres undefined) as listed: 5, 1, 1, -4, 102, -14, 1.1, -14, -0.87, 4, 1255

(cont.)
entry	mol	STAT3 inh	TNAP act hiacc	STAT1 inh	PPARg SRC-3 ag	STAT3 act	bIAP inh
25	CCCCNC(=O)Nc1nnc(SCC(=O)OCC)s1	8	1	-3	-1	97	-11
26	CSc1nsc(SC)c1NC(=O)N1CCCCC1	2	1.1	-3	8	103	5
27	Cc1nnn(-c2nonc2N)c1C(=O)N/N=C/c1ccccc1O	14	1	-1	0	90	15
28	O=C(CCn1cnc(-c2ccccc2)c1-c1ccccc1)N/N=C/c1ccc(O)cc1	3	1	8	4	98	15
29	Cc1ccc2nc3c(nc2c1)-c1ccccc1C3=O	-90	1	-15	3	174*	1
30	CC(C)Nc1nc(NC(C)C)nc(C(N)=O)n1	11	1	6	-16	96	16
31	CC(=O)NC(NC(=S)Nc1ccc(N=Nc2ccccc2C)cc1C)C(Cl)(Cl)Cl (centres undefined)	8	1	-8	-2	100	5
32	COc1ccccc1NC(=O)CCC(=O)Nc1nnc(C(F)(F)F)s1	8	1.1	5	1	97	8

entry	bIAP activator	PPARg SRC-2 ag	ROMK primary	PPARg SRC1 recr	TR-FRET SRC-2 ct
25	1.1	6	x	4	1535
26	1	13	0.054	2	1612
27	0.8	3	x	2	1736
28	0.8	8	x	-1	1549
29	1	-1	-0.1	2	1668
30	0.8	-3	x	-10	1305
31	0.9	-7	-0.21	-7	1571
32	0.9	-2	0.72	15	1806

The list goes on:
entry	mol	STAT3 inh	TNAP act hiacc	STAT1 inh	PPARg SRC-3 ag	STAT3 act	bIAP inh
33	Cc1cc(N2CCN(c3ccccn3)CC2)n2nc(C)nc2n1	15	x	-1	-1	88	x
34	COc1ccc(-c2ccc3ccccc3n2)cc1OC	0	1	-78	3	106	9
35	O=C(Nc1nc2ccccc2s1)C1CCCN1S(=O)(=O)c1ccc(Cl)cc1 (centres undefined)	-6	1	-4	3	109	6
36	C=CCn1c(CNc2ccc(C)cc2)nnc1SCC(=O)N/N=C/c1ccc(O)cc1	-1	1	0	-3	101	4
37	COc1ccc(Cl)cc1NC(=S)NCc1ccccn1	5	1	1	2	95	5
38	Cc1ccc(NC(=O)COC(=O)CNC(=O)c2cccc([N+](=O)[O-])c2)cc1S(=O)(=O)N1CCCCCC1	0	1	4	3	98	-22
39	COc1ccc(NC(=O)CSc2nnc(Cc3cccn3C)n2-c2ccc(F)cc2)cc1	15	1	8	2	92	-10
40	COc1ccc(NC(=O)CN(c2cc(C)cc(C)c2)S(=O)(=O)c2c(C)noc2C)cc1OC	-8	1	1	4	106	4

entry	bIAP activator	PPARg SRC-2 ag	ROMK primary	PPARg SRC1 recr	TR-FRET SRC-2 ct
33	x	-4	x	-2	1455
34	0.9	3	1	0	1275
35	0.9	5	x	8	1782
36	1	0	0.098	5	1513
37	0.9	5	x	7	1596
38	1.2	0	-0.32	-2	1620
39	1.1	4	x	1	1648
40	1	-1	x	7	1627

The list continues:
entry	mol	STAT3 inh	TNAP act hiacc	STAT1 inh	PPARg SRC-3 ag	STAT3 act	bIAP inh
41	c1nc2nc3c(c(N4CCOCC4)n2n1)CCCC3	6	1	-5	-5	98	0
42	C=CCOC(=O)C1=C(C)NC(SC)=C(C#N)C1c1cccs1 (centres undefined)	10	1	4	2	95	9
43	CC(C)[C@H](NS(=O)(=O)c1cccc(Cl)c1)C(=O)OCC(=O)N1CCN(c2ccccc2)CC1	3	1	8	-1	98	28
44	Cc1cc(NC(=O)c2noc3c2CCCC3)n(-c2ccccc2)n1	-3	1	1	-1	106	5
45	COc1cccc(CNC(=O)CCC2CCCN(c3cc(C)nc(N)n3)C2)c1 (centres undefined)	4	1	8	-4	98	-16
46	COc1cc2c(cc1OC)CN(C(=O)CSc1n[nH]c(N)n1)CC2	-10	1	1	5	111	-5

entry	bIAP activator	PPARg SRC-2 ag	ROMK primary	PPARg SRC1 recr	TR-FRET SRC-2 ct
41	1	0	x	-1	1444
42	0.9	9	x	0	1578
43	0.7	5	x	3	1459
44	0.9	0	-0.093	4	1520
45	1.2	5	-1.2	8	1515
46	1.1	0	-0.064	5	1534

Source: PubChem (several laboratories)
